High-throughput results as filed in PubChem BioAssay.
PLK1 PBD inh: blocks phosphopeptide binding to human PLK1 polo-box domain; P53350; Plk1 PBD binding of FITC phosphopeptide, fluorescence polarization; Potency, µM, inactives show max response, negative = inhibition, most hits filed as inhibitors; 360,000 compounds, 2.8% hits; AID 720504; also: potency is read from the fitted curve at half-maximal effect; series mostly up to about 57 µM; % is scaled to controls: 0 for no effect and ±100 for the full control effect; nearly all actives have a fitted effect of over 65% in size
Target sequence (P53350 whole entry, looked up, the tested form may be a part): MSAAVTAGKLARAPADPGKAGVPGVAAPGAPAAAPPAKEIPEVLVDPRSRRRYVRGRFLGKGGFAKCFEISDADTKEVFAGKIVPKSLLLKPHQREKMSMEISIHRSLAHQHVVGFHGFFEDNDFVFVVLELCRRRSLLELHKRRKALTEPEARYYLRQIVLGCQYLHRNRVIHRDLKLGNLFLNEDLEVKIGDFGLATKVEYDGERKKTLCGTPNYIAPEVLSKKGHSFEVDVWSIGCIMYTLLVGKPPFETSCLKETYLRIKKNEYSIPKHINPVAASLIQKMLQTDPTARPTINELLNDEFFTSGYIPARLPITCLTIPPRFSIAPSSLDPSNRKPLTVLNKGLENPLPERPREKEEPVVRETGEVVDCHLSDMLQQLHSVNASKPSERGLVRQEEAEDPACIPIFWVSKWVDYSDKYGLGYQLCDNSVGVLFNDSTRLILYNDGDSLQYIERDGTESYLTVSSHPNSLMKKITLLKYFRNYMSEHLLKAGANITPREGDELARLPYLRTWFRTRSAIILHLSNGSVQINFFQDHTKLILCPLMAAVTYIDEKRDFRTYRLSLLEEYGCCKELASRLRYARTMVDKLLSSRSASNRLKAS
FUS suppressor: suppressors of FUS proteinopathy in yeast; S. cerevisiae FUS-expressing, growth rescue, OD600, 24 h; Potency, µM (titrated, usually from 76.6 µM), without a hit: at the top dose growth rescue (activation), actives largely listed as activators; 390,000 compounds, 0.24% hits; AID 1347120;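 also: potency is read from the fitted curve at half-maximal effect; plate controls were DMSO vehicle for no effect and reference control for full effect; nearly all actives have a fitted effect of over 55% in size; some results filed as inactive show a strong effect at the top dose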
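FUS-expressing yeast, raffinose-pregrown, induced in 2% galactose minimal medium at OD 0.005; compounds in a dilution series, 24hr at 30C. Growth restoration read as absorbance at 600 nm. CP55940 positive control, DMSO negative.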
IL-2 act: IL-2 activation; IL-2 activation reporter assay, cell-based qHTS; stimulated with anti-CD3/CD4/CD28 beads; in transgenic mouse T cells; 360,000 compounds, 0.065% hits; activation, % (series mostly up to about 46 µM); in the data active = activation above about 50%; inconclusive = mostly about 30% to 49%; also: 0% is about no effect
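Readout: EGFP and DsRed signals by fluorescent plate cytometry. Unstimulated transgenic mouse T cells received compound 60 min before antibody-bead stimulation, then incubated 18 h at 37 degrees C.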
WRN helicase inh: blocks human WRN helicase; WRN helicase unwinding, fluorescent forked duplex, kinetic; Potency, µM (doses to about 114 µM), without a hit: at the top dose activity change, negative = inhibition, usual class: inhibitors; 360,000 compounds, 0.46% hits; AID 651768; also: potency is read from the fitted curve at half-maximal effect; % is scaled to controls: 0 for no effect and ±100 for the full control effect; nearly all actives have a fitted effect of over 55% in size
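Fluorescence dequenching readout, ex 525 nm/em 598 nm, kinetic mode: forked duplex DNA (100 nM final) with adjacent fluorophore and quencher unwound by WRN (20 nM final) with 2 mM ATP. Compound preincubation 15 min, room temperature.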
EPAC1 ag: agonists of human EPAC1. O95398. EPAC1 agonist qHTS, biochemical assay; response scale: 100% = response to 6.5 mM cAMP. Potency, µM (doses to about 154 µM), inactives show at the highest dose activation, actives largely listed as activators. 360,000 compounds, 0.073% hits. AID 720707; also: potency is read from the fitted curve at half-maximal effect; nearly all actives have a fitted effect of over 60% in size
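Compounds were pinned as a concentration titration into mixtures of EPAC1 (100 nM), BODIPY-GDP-loaded Rap1B (250 nM) and GDP (50 uM). After 5 min at room temperature, fluorescence was followed for 30 min; activity was scaled to 6.5 mM cAMP.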
Abeta rescue: compounds reversing amyloid beta toxicity in yeast | Potency, µM (top dose mostly 46.1 µM), for inactives: top-dose growth rescue, usual class: activators | yeast expressing A-beta42, growth rescue, OD600, 48 h; response scale: 0% DMSO, 100% iron-clioquinol control | 410,000 compounds, 0.063% hits; also: potency is read from the fitted curve at half-maximal effect; nearly all actives have a fitted effect of over 55% in size
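Yeast A-beta toxicity model in growth medium with pinned compounds, 48 h at 30 C; growth read as absorbance at 600 nm. Normalized to FeCl3/clioquinol equimolar mix (positive) and DMSO (negative).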
PI5P4K alpha inh: blocks human PI5P4K alpha kinase activity. P48426. PI5P4Kalpha enzyme, ADP-Glo luminescence, 60 min; hits give low values. max response, %. 330,000 compounds, 1.2% hits. AID 652105; active = max response of -50% or lower; inconclusive = between -30% and -50%; inactive = -30% or higher; also: value at the top dose of about 77 µM; % is scaled to controls: 0 for no effect and ±100 for the full control effect
Target sequence (P48426 whole entry, looked up): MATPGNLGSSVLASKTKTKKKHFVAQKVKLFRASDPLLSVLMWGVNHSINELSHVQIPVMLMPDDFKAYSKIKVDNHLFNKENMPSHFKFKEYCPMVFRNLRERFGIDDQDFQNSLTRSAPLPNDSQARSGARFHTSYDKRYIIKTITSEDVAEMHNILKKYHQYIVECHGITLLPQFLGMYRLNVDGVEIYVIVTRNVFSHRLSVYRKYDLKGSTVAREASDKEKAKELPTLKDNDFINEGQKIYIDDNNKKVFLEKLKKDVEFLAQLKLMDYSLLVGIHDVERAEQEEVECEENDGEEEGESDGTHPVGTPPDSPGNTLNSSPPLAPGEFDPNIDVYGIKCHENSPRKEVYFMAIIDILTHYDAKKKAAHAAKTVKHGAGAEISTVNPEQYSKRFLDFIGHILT
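Human PI5P4Kalpha with substrate in 0.038 M HEPES pH 7.4, 0.28 mM EGTA, 0.1% CHAPS, 5% DMSO; reaction started with 5 microM ATP (final), 60 min at room temperature. ADP formed read by ADP-Glo luminescence.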
EPAC1 antagonist: EPAC1 (human) antagonism | EPAC1 GEF assay, Rap1b-BODIPY-GDP exchange fluorescence | 360,000 compounds, 0.14% hits | Potency, µM (highest dose often 115 µM), for inactives: at the highest dose activity change, negative = inhibition, hits mostly inhibitors | O95398;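 also: potency is read from the fitted curve at half-maximal effect; plate controls were vehicle for no effect and positive control for full effect; nearly all actives have a fitted effect of over 50% in size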
An asterisk follows results filed as active; ? = inconclusive; nt = no result given; [ ] = another dose, or the depositor's remark. Unless noted, calls follow the shape of the dose curve; as a rule, active = well fitted curve in the direction sought with a large enough effect; inconclusive = small, poorly fitted or top-dose-only effect, or another doubt; inactive = no such curve, though single readings can be large; an effect the other way counts as inactive or inconclusive.

compound | PLK1 PBD inh | FUS suppressor | IL-2 act | WRN helicase inh | EPAC1 ag | Abeta rescue | PI5P4K alpha inh | EPAC1 antagonist
COc1ccccc1N1CCN(CC(O)COc2ccc(C)c(C)c2)CC1 (stereo not given) | -12% | 6% | 0.1 | 0%[57.1 µM] | 3% | -22% | 0 | -22%
CCN(CCn1cccn1)C(=O)c1cc(COc2ccc(F)cc2Cl)on1 | -1% | 9% | -0.4 | 0% | -10% | 9% | -4 | -1%
CC(/C=N/NC(=O)c1cc(-c2cccnc2)nc2c1c(C)nn2-c1ccccc1)=C\c1ccccc1 | 1% | nt | 0.2 | -11% | 3% | 2% | 0 | -11%
CCOC(=O)N1CCN(C(=O)CCc2ccc(S(=O)(=O)NC(C)(C)C)cc2)CC1 | -1% | -6% | 2.4 | 1% | -2% | 5% | -24 | 7%
COc1ccc(Cn2nnnc2C(c2ccccc2Cl)N2CCN(C3CCCC3)CC2)cc1 (stereo not given) | 2% | -11% | 0.3 | -3% | 3% | 27% | -10 | -7%
O=C(Nc1nccs1)c1ccc([N+](=O)[O-])cc1Cl | -11% | -28% | -1.4 | -5% | 2% | -9% | -2 | -4%
CC(=O)OCC1(C)CN(c2ccccc2)N(C(C)=O)C1=O (stereo not given) | -11% | -33% | -1.0 | -10% | 1% | 7% | -1 | -2%
CC(C)Oc1ccc(CNC(=O)C2CCN(C(=O)N3CCOc4ccccc43)CC2)cc1 | -11% | 12% | -3.2 | 1% | -6% | -4% | 4 | -7%
O=S(=O)(c1cccc2cccnc12)N(CCO)CCO | -3% | -24% | -1.0 | -5% | -8% | -16% | -7 | -2%
CC(C)N(Cc1nccn1C)C(=O)CC1C(=O)NCCN1Cc1ccccc1C(F)(F)F (stereo not given) | -12% | 10% | 0.2 | -8% | 14% | -12% | 10 | 11%
Cc1cc(C)nc(N2CCN(c3nc(-c4ccccc4)nc4c3oc3ccccc34)CC2)n1 | -2% | -11% | 0.5 | 2% | 4% | nt | -7 | -7%
Cc1cc(C)c(OCCN2CCOCC2)c(Cl)c1 | -4% | -30% | -0.4 | -6% | -3% | 7% | 0 | -1%
CCCOc1ccc(C(=O)Nc2cc(S(=O)(=O)N3CCOCC3)ccc2N2CCOCC2)cc1 | -1% | 28% | 1.1 | 5% | 3% | 0% | -11 | 20%
O=C(NN1CCOCC1)c1cccc2ccccc12 | 30µM* | -8% | -4.2 | 8% | 5% | 3% | -17 | 8%
Cc1cc(Cl)ccc1OCC(=O)Nc1nc(-c2cccnc2)cs1 | 2% | -21% | 1.5 | 5% | -3% | -5% | -6 | 5%
O=C(Nc1cccc(C(=O)N2CCOCC2)c1)NC1CCCCC1 | -8% | 9% | 0.5 | -20% | 8% | 2% | 0 | -2%
Cn1c(SCC(=O)N2CCOCC2)nc2sc3c(c2c1=O)CCCC3 | -7% | 8% | -1.9 | 6% | 2% | 14% | nt | 5%
Cc1nc2ccccc2nc1OCC(=O)Nc1ccc2ccccc2c1 | 1% | nt | 6.3 | -1% | 0% | 19% | 5 | 10%
Cc1ccc(NC(=S)N2CC(C)OC(C)C2)cc1C (stereo not given) | -3% | 1% | -0.2 | 0% | 11% | 12% | -2 | -26%
Cc1ccc(-c2csc(NC(=O)c3ccco3)n2)cc1C | -4% | 23% | -2.7 | -9% | 4% | -5% | 0 | -3%
CN(C)c1ccc(/C=C2\C(=N)N3N=C(CC(=O)N4CCCC4)SC3=NC2=O)cc1Br | -8% | 9% | 0.3 | -9% | 10% | 6% | 4 | 0%
O=C(O)c1cccc2[nH]c(C(F)(F)F)nc12 | 6% | -14% | 0.8 | 5% | 2% | 9% | -6 | 1%
CC1CN(C(=O)C2CCCCC2)C(C)CN1C(=O)C1CCCCC1 (stereo not given) | -14% | 14% | -1.1 | -7% | 1% | 13% | 4 | -1%
CC1CCCCC1NC(=O)c1ccc(NC2=NC3CS(=O)(=O)CC3S2)cc1 (stereo not given) | -10% | -10% | -3.6 | 9% | -9% | 7% | -3 | -10%
O=C(O)/C=C/C(=O)Nc1ccc(Oc2ccccc2)cc1 | 2% | 3% | 0.8 | -2% | 1% | -61%[inhibitor] | -8 | 7%
COCCNC(=S)Nc1cc(OC)c(NC(=O)c2ccco2)cc1OC | -3% | 33% | 2.5 | 9% | 4% | 5% | -1 | 21%
COc1ccc2c(c1)CCCC21NC(=O)NC1=O (stereo not given) | 1% | -11% | 0.7 | 2% | -3% | 10% | -4 | 15%
COc1ccc(S(=O)(=O)N(C)C)cc1NC(=O)[C@H](Cc1ccccc1)N1C(=O)c2ccccc2C1=O | -2% | 27% | 0.0 | 1% | 1% | 11% | 2 | 0%
NNC(=S)Nc1cccc(-c2n[nH]c(=S)o2)c1 | -21% | 32% | 0.9 | -17%[11.6 µM] | 2% | 25% | -76* | ?
O=S1(=O)CC(N2CCN(CCO)CC2)CN1CCc1ccccc1 (stereo not given) | 0% | -7% | -0.7 | 2% | 1% | -2% | 0 | -7%
O=C(NCCc1ccc2c(c1)OCCO2)c1cccc(F)c1 | 4% | -17% | -3.1 | -2% | 4% | -9% | -3 | -5%
COc1cc(C(=O)Nc2nc(-c3ccc(Cl)cc3)c(C)s2)ccc1OCC(=O)Nc1ccc(F)cc1 | 4% | nt | 0.2 | -4% | -3% | 12% | -1 | 11%
Cc1cccc(Nc2ncc3c(n2)CC(C)CC3=O)c1 (stereo not given) | -6% | 10% | -0.2 | 9% | -10% | -11% | 3 | -5%
CC(C)C[C@H]1CNC(=S)N1C[C@H]1CCCN1C[C@H](CC(C)C)N1C[C@H](Cc2ccc(O)cc2)N(CCc2ccccc2)C1=S | -5% | ? | -1.0 | -8% | -6% | -5% | -5 | -15%
COc1ccc(NC(=O)O/N=C/c2ccc(N(C)C)cc2)cc1 | -1% | 14% | 0.2 | -1% | 17% | 0% | -7 | -2%
COc1cc2cc(-c3ccc(OC)c(OC)c3C)nc(N)c2cc1OC | -3% | 19% | -0.1 | -27% | 8% | 3% | 3 | 13%
O=S(=O)(Cc1cc(-c2ccccc2Cl)no1)c1ccccc1 | -6% | 8% | -1.8 | 0% | 2% | -6% | -9 | -13%
C=CCNC(=O)NC(=O)COC(=O)/C(C#N)=C/c1cc(C)n(CC(C)C)c1C | -13% | 2% | -1.1 | 6% | 3% | -4% | nt | -1%
CCCC(CNC(C)=O)(C1=CCCCC1)c1ccccc1 (stereo not given) | -12% | 3% | -3.0 | 1% | -7% | -5% | 6 | -2%
CCCN(C(=O)COC(=O)CSc1ccc([N+](=O)[O-])cc1)C1CCS(=O)(=O)C1 (stereo not given) | 11µM* | 11% | -0.7 | 15% | -14% | 5% | ? | 5%
O=S1(=O)C=C(Sc2nc3ccccc3s2)c2ccccc21 | 2.7µM* | 13% | -2.2 | ? | 2% | -46%[inhibitor] | -12 | 1%
Cc1ccc(N(C(C)C(=O)N2CCN(Cc3ccccc3)CC2)S(C)(=O)=O)cc1 (stereo not given) | -8% | 13% | 0.2 | -25% | 0% | -5% | 5 | 1%
COc1ccc(COC(=O)c2c(C)nn(-c3ccccc3)c2Cl)cc1 | 0% | 16% | -1.4 | -1% | 2% | -2% | -1 | -20%
Cc1ccc(-c2c(C)n([O-])c3c([n+]2=O)CCCCC3)o1 | -4% | 15% | -3.0 | 6% | 0% | -7% | -1 | 10%
Cc1cc(-c2ccc(S(=O)(=O)N3CCN(c4ccc(F)cc4)CC3)s2)on1 | -13% | -20% | -1.9 | -2% | -7% | -16% | 1 | -4%
COc1ccc(C(=O)C2C(c3ccc(-c4ccccc4[N+](=O)[O-])o3)NC(=O)NC2(O)C(F)(F)F)cc1 (stereo not given) | -6% | nt | 0.9 | 0% | -10% | 21% | 0 | -3%
CNC[C@H](NC[C@@H](NCCCc1ccccc1)c1ccccc1)[C@H](C)O | 6% | -23% | -0.5 | 3% | 4% | 3% | -3 | -2%
CCn1c(COc2cccc(OC)c2)nnc1SCC(=O)Nc1ccccc1C(=O)OC | -1% | 23% | 1.9 | 6% | 1% | 22% | nt | 7%
Cc1ccc(S(=O)(=O)NCCSc2nnnn2-c2ccc(C(N)=O)cc2)cc1 | 7% | -6% | -2.0 | 1% | -9% | 3% | 0 | -15%
O=C(Cn1cc(C(F)(F)F)cc(Cl)c1=O)NCc1ccc(Cl)cc1Cl | -14% | -6% | 1.1 | 11% | 4% | 2% | 4 | -12%
Cc1ccc(NC(=O)CSc2nc(=O)n(CCN3CCOCC3)c3c2CCCC3)cc1 | -4% | 11% | -0.5 | -11% | 6% | 6% | -2 | -7%
O=C(C1=COCCO1)N1CCN(S(=O)(=O)c2cccc(Br)c2)CC1 | -2% | -1% | 0.6 | -1% | -3% | -8% | 3 | 8%
COc1cccc(C(=O)Nc2nnc(C3CCCO3)s2)c1 (stereo not given) | ? | 9% | 0.5 | -2% | -5% | 4% | -15 | -7%
CCCCN(C(=O)CCC(=O)Nc1cc(C)on1)C(C(=O)NC(C)(C)C)c1ccccc1Cl (stereo not given) | 4% | 32% | 0.3 | -1% | -4% | 12% | 3 | 14%
Cc1cccc2cc(CN(Cc3ccc(F)cc3)C(=O)N3CCOCC3)c(=O)[nH]c12 | 2% | -2% | -0.1 | -5%[57.1 µM] | 2% | -3% | nt | 9%
O=C(CCOc1ccccc1)N1CCN(c2ccc(O)cc2)CC1 | 2% | 14% | -1.1 | -9% | 9% | 7% | 6 | 1%
CCOC(=O)c1c(C)[nH]c(C(=O)N2CCC(C(=O)OCC)CC2)c1C | 5% | 3% | -3.6 | 7% | -12% | -11% | -3 | 10%
CCOC(=O)C1=C(COC(=O)COc2ccc(C(=O)CC)cc2)NC(=O)NC1C (stereo not given) | 1% | -5% | -3.9 | 4% | -3% | 8% | -6 | 8%

Single entries from the entries so far.
EPAC1 ag result of `CC1CN(C(=O)C2CCCCC2)C(C)CN1C(=O)C1CCCCC1` (stereo not given) : 1%
FUS suppressor result of `O=S1(=O)CC(N2CCN(CCO)CC2)CN1CCc1ccccc1` (stereo not given) : -7%
